# GPR151 activ = activators of human GPR151, primary screen, cell-based, PathHunter beta-arrestin, luminescence; G-protein coupled receptor 151 (Homo sapiens), Q8TDV0; PathHunter beta-arrestin GPR151 cells; activation, % at 11.2 µM; actives 1% (n = 650,000); AID 1508602, 2020; in the data active = activation above about 4.9%;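 also: 0% = median of compound wells and 100% = cells with positive control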
# Target sequence (Q8TDV0 whole entry, looked up): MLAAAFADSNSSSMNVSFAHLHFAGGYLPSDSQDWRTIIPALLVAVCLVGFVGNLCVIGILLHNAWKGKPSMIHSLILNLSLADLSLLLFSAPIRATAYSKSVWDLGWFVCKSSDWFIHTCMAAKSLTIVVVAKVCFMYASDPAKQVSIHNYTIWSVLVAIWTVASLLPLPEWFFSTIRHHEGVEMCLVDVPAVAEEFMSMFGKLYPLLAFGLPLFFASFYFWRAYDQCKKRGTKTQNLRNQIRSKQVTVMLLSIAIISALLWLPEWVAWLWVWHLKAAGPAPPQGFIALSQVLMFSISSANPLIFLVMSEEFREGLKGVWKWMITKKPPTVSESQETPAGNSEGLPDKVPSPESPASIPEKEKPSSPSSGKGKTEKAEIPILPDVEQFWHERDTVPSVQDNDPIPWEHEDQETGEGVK
# FBW7 activator = FBW7 E3 ligase activators, primary screen, biochemical, AlphaScreen, human | F-box/WD repeat-containing protein 7 (Homo sapiens), Q969H0 | AlphaScreen FBW7–phospho-cyclin E peptide binding, activator screen | normalized activity (activation), % at 26.1 µM | actives 0.13% (n = 650,000) | AID 1259310, 2017; in the data active = normalized activity above about 1.9%;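 also: purified mutant Fbw7 with reduced substrate affinity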
# Target sequence (Q969H0 whole entry, looked up): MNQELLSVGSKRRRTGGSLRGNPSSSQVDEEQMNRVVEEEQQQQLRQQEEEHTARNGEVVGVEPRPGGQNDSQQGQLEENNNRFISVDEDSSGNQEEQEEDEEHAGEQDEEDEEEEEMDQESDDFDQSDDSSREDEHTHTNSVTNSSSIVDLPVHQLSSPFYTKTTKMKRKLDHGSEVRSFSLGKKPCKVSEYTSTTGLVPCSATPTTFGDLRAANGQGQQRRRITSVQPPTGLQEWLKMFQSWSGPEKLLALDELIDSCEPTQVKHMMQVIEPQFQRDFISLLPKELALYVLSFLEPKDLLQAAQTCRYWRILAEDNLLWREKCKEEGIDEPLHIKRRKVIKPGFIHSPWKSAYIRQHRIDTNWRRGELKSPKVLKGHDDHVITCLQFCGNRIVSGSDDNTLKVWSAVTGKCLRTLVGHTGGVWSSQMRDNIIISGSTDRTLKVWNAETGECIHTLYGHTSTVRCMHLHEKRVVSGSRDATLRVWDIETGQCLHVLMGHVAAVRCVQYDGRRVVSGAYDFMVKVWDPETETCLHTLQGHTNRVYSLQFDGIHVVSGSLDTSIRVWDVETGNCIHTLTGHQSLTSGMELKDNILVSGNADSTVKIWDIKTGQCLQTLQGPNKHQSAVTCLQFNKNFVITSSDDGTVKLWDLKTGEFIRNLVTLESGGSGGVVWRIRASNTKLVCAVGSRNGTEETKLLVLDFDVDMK
# TEAD-YAP inh = TEAD-YAP interaction inhibition, primary screen, TEAD-YAP interaction inhibitor project, luminescence, HEK-TIYL cells; TEAD-Gal4/YAP UAS-luciferase luminescence; AID 1259422, 2018; inhibition, % at 9.12 µM; actives 1.4% (n = 640,000); in the data active = inhibition above about 32%;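 also: 0% = median of test compound wells and 100% = reference inhibitor wells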
# MITF primary = MITF inhibitors, primary screen, biochemical, AlphaScreen, human; AlphaScreen MITF homodimerization, bead proximity signal; inhibition, % at 2.6 µM; Microphthalmia-associated transcription factor (Homo sapiens), O75030; actives 0.91% (n = 650,000); AID 1259374, 2018; in the data active = inhibition above about 50%;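 also: 0% = vehicle wells with protein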
# * marks the source's active call; other numbers are inactive results; . = not tested or not shown; & = joins results of further samples.
SMILES,GPR151 activ,FBW7 activator,TEAD-YAP inh,MITF primary
COc1ccccc1N1CCN(c2ncnc3sc(C)c(C)c23)CC1,-1.8,0.0,-10,4
CCOc1ccc(C2C(=O)N(C3CCCCCC3)CC(=O)N2CCC2=CCCCC2)cc1OC (stereo unspecified),-0.7,-0.3,8,-6
CCCC(=O)Nc1nnc(SCC(=O)Nc2ccc(Oc3ccccc3)cc2)s1,0.5,0.0,12,-17
COc1ccc(OC)c(-c2cc(C(=O)Nc3sc4c(c3C(N)=O)CCC(C)C4)no2)c1 (stereo unspecified),0.3,0.5,10,-2
O=C(CSS(=O)(=O)O)Nc1ncc([N+](=O)[O-])s1,0.3,0.0,7,9
Cn1nccc1C(=O)NCC1Cc2cc(F)cc(-c3cccnc3)c2O1 (stereo unspecified),0.7,-0.3,-3,11
COc1ccc(C(O)Cn2c(=N)n(C)c3ccccc32)cc1 (stereo unspecified),-0.7,-0.1,-27,0
CCC(C)NC(=O)C1=C(C)C(=O)OC12CCC(C)CC2 (stereo unspecified),0.8,0.0,-12,5
CSCCC1NC(=O)N(Cc2cc(=O)oc3c(C)c(C)ccc23)C1=O (stereo unspecified),1.3,0.1,-31,-4
CCOC(=O)c1cccc(C(=O)Nc2nc3ccc(OC)cc3s2)n1,0.7,0.1,-2,6
Cc1ccc(C(=O)C(C)[n+]2ccc(N(C)C)cc2)cc1 (stereo unspecified),1.8,-0.1,28,7
O=C(NCCCN1CCOCC1)c1ccc(-n2ncc3cc(Nc4ccccc4Cl)ccc32)cc1,-1.5,-0.1,-21,-3
COc1cccc(CNc2ncc(-c3ccc(C)cc3)n2C)c1,-0.6,-0.1,-2,27
CC(C)CC(=O)Nc1ccnn1C1CCN(C(C)Cc2ccc(F)cc2)CC1 (stereo unspecified),-0.4,0.0,11,8
CCC1CO/C(=C(\C(Cl)=C(Cl)Cl)[N+](=O)[O-])N1 (stereo unspecified),3.1,0.9,7,8
CC(=O)Oc1ccc(-c2nc3c(C)cccc3c(=O)o2)cc1,1.6,-0.2,4,4
COc1ccccc1C(=O)N1CCN(C(=O)c2cccc(Cl)c2)CC1,-1.7,0.7,3,15
CC(C)c1ccccc1NC1=NS(=O)(=O)c2cc([N+](=O)[O-])ccc21,1.5,0.5,3,6
N#CCCN(Cc1ccco1)C(=S)NCCc1ccccc1,-0.1,0.2,-3,13
CCOc1ccc(NC(=O)CSc2nc3ccc(N4C(=O)c5ccccc5C4=O)cc3s2)cc1,1.1,0.0,10,-6
Cc1cc(NC(=S)N(Cc2ccccc2)Cc2cccs2)ccc1Cl,0.2,0.1,44*,9
COc1cccc(CN(CCO)C(=O)Cc2ccc(-c3cn[nH]c3)cc2)c1,-1.3,0.0,-6,4
COc1cccc(-n2c(=S)sc3c(=O)n(-c4ccc(F)cc4)c(SCC(=O)C(C)(C)C)nc32)c1,-0.8,0.1,-4,15
C=CCOc1ccccc1/C=C1\N=C(c2cccs2)OC1=O,1.0,0.0,-14,-1
CCc1ccccc1Nc1cc(C(=O)NCCN2CCOCC2)c2ccccc2n1,-0.4,0.1,3,3

# In the list so far, 3 contain an aryl thioether with sulfur outside any ring:
SMILES,GPR151 activ,FBW7 activator,TEAD-YAP inh,MITF primary
CCCC(=O)Nc1nnc(SCC(=O)Nc2ccc(Oc3ccccc3)cc2)s1,0.5,0.0,12,-17
CCOc1ccc(NC(=O)CSc2nc3ccc(N4C(=O)c5ccccc5C4=O)cc3s2)cc1,1.1,0.0,10,-6
COc1cccc(-n2c(=S)sc3c(=O)n(-c4ccc(F)cc4)c(SCC(=O)C(C)(C)C)nc32)c1,-0.8,0.1,-4,15

# Returning to the listing, repeating the 3 entries before the break.
SMILES,GPR151 activ,FBW7 activator,TEAD-YAP inh,MITF primary
COc1cccc(-n2c(=S)sc3c(=O)n(-c4ccc(F)cc4)c(SCC(=O)C(C)(C)C)nc32)c1,-0.8,0.1,-4,15
C=CCOc1ccccc1/C=C1\N=C(c2cccs2)OC1=O,1.0,0.0,-14,-1
CCc1ccccc1Nc1cc(C(=O)NCCN2CCOCC2)c2ccccc2n1,-0.4,0.1,3,3
COc1ccc(CNC(=O)c2ccc(I)cc2)cc1,1.2,0.1,4,2
COc1ccc2oc(=O)c(-c3cn4cccc(C)c4n3)cc2c1,0.5,0.1,-24,2
COc1ccc(-n2nc3ccc(NC(=O)c4ccc(-c5cc(Cl)ccc5Cl)o4)cc3n2)cc1,1.0,0.1,-10,2
COC(=O)COc1ccc(NC(=O)c2ccc3c(c2)C(=O)N(CC(C)C)C3=O)cc1,0.3,-0.1,8,-1
C=CCOc1ccc(C=C2C(=O)N(C)C(=O)N(C)C2=O)cc1Br,0.4,0.1,4,-12
Nc1cccc2cccc(S(=O)(=O)O)c12,-0.6,-1.2,2,8
CC(C)CC(=O)Nc1ccnn1C1CCN(Cc2ccc3cccc(F)c3n2)CC1,2.2,0.2,-3,18
CCOc1cccc(C(=O)Nc2ccc(NC(=O)c3ccco3)c(Cl)c2)c1,-1.0,0.2,-21,18
Cc1ccc(-n2ncc3c(NCCCn4ccnc4)ncnc32)c(C)c1,1.1,0.4,-1,11
COc1ccccc1N1C(=O)S/C(=C\c2ccc(C)s2)C1=O,-0.7,-0.2,-33,1
O=C1c2ccccc2C(=O)N1c1n[nH]c(-c2ccc(Cl)cc2)n1,1.0,-0.1,-1,-8
CCOC(=O)/C(C#N)=C/c1c(Oc2ccccc2F)nc2ccccn2c1=O,0.9,0.0,11,6
c1ccc(Oc2ccc(NC3=NCCC3)cc2)cc1,1.4,0.0,-3,5
O=c1c2ccccc2c2ccccc2c(=O)n1-c1ccc2c(c1)OCO2,-0.1,0.3,4,14
CC(C)(C)NS(=O)(=O)c1ccc(N2CCCC2=O)cc1,-0.5,0.2,-10,-8
CC1CCN(c2nc3c(c(=O)[nH]2)CCN(Cc2c(F)cccc2F)C3)CC1,2.3,0.1,6,4
CCOC(=O)c1ccccc1NC(=O)c1cc(OC)c(OC)c(OC)c1,1.0,0.1,11,-7
COc1cc(/C=N/NC(=O)c2nnn(-c3nonc3N)c2CN(C)C)ccc1OC(C)=O,-0.1,0.0,-1,-9
Cc1c(Cc2ccccc2)c(N2CCN(C/C=C/c3ccccc3)CC2)n2c(nc3ccccc32)c1C#N,-0.4,0.3,-9,12
O=C(Nc1ccc(O)c(-c2nc3ccccc3s2)c1)c1cc(Br)ccc1Cl,-0.6,0.0,5,-4
CCOC(=O)c1oc2ccccc2c1NC(=O)Cc1ccc(OC)c(C)c1,0.9,-0.1,-14,-4
CC[C@H](C)[C@@H]1NC(=O)[C@@H]2C[C@H](NC(=O)Nc3cc(Cl)ccc3C)CN2C1=O,0.5,-0.2,9,10
CC(C)Cc1nc(SCCO)c2c(=O)n(C)c(=O)n(C)c2n1,2.1,0.4,-4,6
Cc1ccc2c(c1)C(c1ccc(F)cc1)N(C(=O)COc1ccccc1)CC(=O)N2 (stereo unspecified),-0.7,0.0,1,-13
O=C(NCC(O)CO)c1c(I)c(C(=O)NCC(O)CO)c(I)c(N(CCO)C(=O)CO)c1I (stereo unspecified),0.8,0.1,.,-13
# Following part:
SMILES,GPR151 activ,FBW7 activator,TEAD-YAP inh,MITF primary
FC(F)(F)c1cccc(NC(=S)N(Cc2ccccc2)Cc2cccs2)c1,0.0,0.1,9,-8
O=S1(=O)N=C(c2cccc(F)c2)Nc2ccccc21,1.3,0.1,-17,-6
Cc1ccc(C(=O)CCC(=O)OCC(=O)c2cccc([N+](=O)[O-])c2)cc1,1.3,0.1,1,0
CC(C)(C)c1nn2cnnc2n(NC(=O)Nc2cccc(Cl)c2)c1=O,-0.2,0.0,1,14
COc1ccc(-c2noc(CNC3CCCCC3)n2)cc1OC,0.1,-0.2,-14,0
CCOc1ccc(-n2c(N)c3c(N)nc(N(CC)CC)c(C#N)c3c(C#N)c2=S)cc1,1.2,0.0,4,0
CCOc1ccc(-c2nc(CSCC(=O)N3CCC(C(N)=O)CC3)c(C)o2)cc1,0.6,-0.3,-1,-6
COc1ccc(-c2cnc(SCC(=O)Nc3c(C)cc(C)cc3C)[nH]2)cc1,-0.8,-0.1,8,10
NC(=O)c1cnn(-c2ccnc(Nc3ccc(N4CCOCC4)cc3)c2)c1,-1.0,0.3,-4,17
COc1cccc(NC(=O)Cn2c(=O)c(C(F)(F)F)nc3ccccc32)c1,0.0,-0.2,6,9
O=C(CN1CCC(c2nc3ccccc3[nH]2)CC1)Nc1ccc(F)cc1F,0.7,0.0,2,4
C=CCn1c(SC(C)C)nc2c(c1=O)C1(CCCCC1)Cc1ccccc1-2,0.5,-0.1,8,2
COc1cc(C2NC(=S)NC(C)=C2C(=O)Nc2cccc(Cl)c2)ccc1O (stereo unspecified),1.0,0.0,5,15
CCN1C(=O)c2ccccc2Sc2ccc(NC(=O)N3CCCCC3)cc21,-0.8,0.2,6,9
CCCCCCCCN=C1NC(=O)CS1,-0.3,0.8,12,15
C=C1C[C@H](c2ccccc2)N(Cc2ccccc2)[C@@H](C(C)C)[C@H]1C,-2.0,0.1,-9,4
CCCOc1ccc(C(=O)Nc2cccc(-c3nc4cc(C)ccc4o3)c2C)cc1,1.0,0.5,-7,-3
CCCN1CCc2c(sc(N)c2C(=O)OCC)C1,1.0,-0.1,-5,5
O=C(O)C1CN(Cc2ccc(Cl)cc2)C1,-0.6,1.0,13,6
CC(=O)c1cccc(NC(=O)C2OC3OC(C)(C)OC3C3OC(C)(C)OC23)c1 (stereo unspecified),0.4,-0.1,2,13
O=C(CN1C(=O)c2ccccc2S1(=O)=O)NCCSc1ccccc1,-0.3,-0.1,5,-5
O=C1NC(=O)C(=Cc2ccc(OCc3ccc(Cl)cc3)c(Br)c2)C(=O)N1,0.3,0.3,-58,4
O=C(NCCCN1CCOCC1)c1cc(Cl)ccc1Cl,-0.5,-0.1,-4,-9
Cc1nc2sc3c(c2c(=O)n1CC#N)CCCC3,2.2,0.1,6,12
N#CC1(O)CCN(CCc2ccccc2)CC1,-0.4,0.1,7,14

# A different layout for three compounds above:
# Values run as follows: GPR151 activ, FBW7 activator, TEAD-YAP inh, MITF primary
COc1cc(C2NC(=S)NC(C)=C2C(=O)Nc2cccc(Cl)c2)ccc1O (stereo unspecified)
    1.0, 0.0, 5, 15
CCN1C(=O)c2ccccc2Sc2ccc(NC(=O)N3CCCCC3)cc21
    -0.8, 0.2, 6, 9
CCCCCCCCN=C1NC(=O)CS1
    -0.3, 0.8, 12, 15

# The list goes on:
SMILES,GPR151 activ,FBW7 activator,TEAD-YAP inh,MITF primary
CCOc1ccc(CN2CCN(Cc3ccon3)CC2CCO)cc1 (stereo unspecified),-1.2,0.1,-6,-5
O=C(N/N=C/c1ccc2ccccc2c1)c1ccc(O)cc1O,2.5,-0.1,37*,-7
O=C(CC1C(=O)NCCN1C1Cc2ccccc2C1)NCCc1cccnc1 (stereo unspecified),-1.7,0.1,8,10
Cc1ccc(O)c(N=Nc2ccccc2)n1,-6.0&-8.3,0.2&-0.1,-38,-6&-12
O=C(NCCN=C1NS(=O)(=O)c2ccccc21)c1cccc([N+](=O)[O-])c1,2.2,0.0,1,4
O=C(CC12CC3CC(CC(C3)C1)C2)NNC(=O)Nc1cccc([N+](=O)[O-])c1,0.3,0.1,1,3
O=C(COC(=O)c1c2c(nc3ccccc13)CCC2)NC(=O)Nc1ccc2c(c1)OCCO2,1.0,0.0,-13,13
CCC(=O)N1CCc2cc(Br)cc(S(=O)(=O)NCc3ccccn3)c21,-0.6,-0.1,-3,22
N=C1/C(=C/c2ccc(-c3ccc(Cl)cc3)o2)C(=O)N=C2SC(Cc3ccccc3)=NN12,-0.7,0.1,-2,14
Cc1cc(Nc2cccc(C(F)(F)F)c2)nc(N2CCOCC2)n1,-0.6,0.8,8,13
O=C(CCc1nc(-c2ccccc2F)no1)N1CCN(c2ccc([N+](=O)[O-])cc2)CC1,-0.7,0.2,-4,-3
CCOc1ccc(C2C3=C(CCCC3=O)Nc3c2c(=O)n(C)c(=O)n3C)cc1 (stereo unspecified),-0.7,0.0,7,2
CCN1CCCC1CNc1ncnc2c1cnn2-c1cccc(Cl)c1 (stereo unspecified),0.6,0.3,5,6
O=C1CCCC1C12CC3CC(CC(C3)C1)C2 (stereo unspecified),0.1,0.1,1,15
CCOC(=O)c1sc2nc(C)nc(Nc3ccc(F)cc3)c2c1C,0.7,-0.1,-9,1
N#CCCN(CCC#N)C(=O)Cc1ccc(Br)cc1,2.5,1.0,7,12
COc1cccc(CN2C(=O)C3C(C(=O)Nc4ccc(Br)cc4)C4C=CC3(O4)C2C(=O)NC2CCCCC2)c1 (stereo unspecified),-0.9,-0.2,10,0
O=C(CSc1nc2sc3c(c2c(=O)n1-c1ccccc1)CCCCC3)c1ccccc1,-0.8,-0.1,7,18
Cc1nn(-c2nnc(C)c(=O)[nH]2)c(C)c1SCC(=O)Nc1ccc(C(C)C)cc1,0.1,-0.4,3,-11
COC(=O)c1ccc(-c2cnc3ccc(NCC4CC4)nn23)cc1,-0.1,1.5,-5,11
O=C(O)CCC(=O)Nc1ccc(CN2CCCC2)cc1,-0.4,-0.1,5,8
CC(=O)Nc1ccc(C(=O)OCC(=O)Nc2ccc3c(c2)OCCO3)cc1,0.7,0.1,-8,-10
O=C1CC(Cc2ccccc2)C(=O)N1Cc1ccccc1 (stereo unspecified),1.7,0.0,8,-6
Cc1c(CCNC(=O)CC2C(=O)NCCN2C)c2ccccc2n1-c1ccccc1 (stereo unspecified),0.5,0.0,-6,-2
